Assay outcomes (PubChem)
TRPC4 block – TRPC4 (mouse) channel inhibition. Q9QUQ5. HEK293 TRPC4beta/mu-opioid, DAMGO-evoked Fluo4 calcium flux; stronger effect = lower value. B-score at 10 µM. actives 0.39% (n = 300,000). AID 2247;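 active = B-score over 3 SD under the library average, no early fluorescence shift, positive overall ratio signal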
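Test system – stable TRPC4beta/mu-opioid receptor HEK293 cells · Probe or stimulus – DAMGO, a submaximal dose followed by a maximal one · Dosing – one concentration per compound · Signal – Fluo4 calcium fluorescence by kinetic imaging, 5 s 1 Hz baseline · Evaluation – per-well B score of integrated baseline-normalized Fluo4 ratio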
KCNQ1 pot – potentiators or activators of human KCNQ1 potassium channel; P51787; CHO-K1 KCNQ1, thallium flux FluxOR fluorescence; stronger effect = higher value; B-score at 10 µM; actives 0.35% (n = 310,000); AID 2648;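 active = fluorescence ratio B-score, a plate-corrected score, at least three library SD, with initial intensity B-score within 5 SD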
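Schedule – 37 °C overnight plating, 90-min dark dye load, 20-min compound pretreatment · System – stable KCNQ1 CHO-K1 line · Probe or stimulus – thallium- and potassium-containing depolarizing buffer · Measured by – kinetic FluxOR fluorescence, 10 s baseline plus 110 s post-stimulus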
KCNK3 block – human KCNK3 channel inhibition, primary screen; O14649; CHO-KCNK3 thallium flux, FluxOR fluorescence; stronger effect = lower value; B-score at 10 µM; actives 0.84% (n = 340,000);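 active = B-score under library mean minus 4 SD, starting fluorescence ratio at most library mean plus 5 SD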;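 note: more negative B-score means stronger inhibition of thallium flux through KCNK3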
Target sequence (O14649 whole entry, looked up): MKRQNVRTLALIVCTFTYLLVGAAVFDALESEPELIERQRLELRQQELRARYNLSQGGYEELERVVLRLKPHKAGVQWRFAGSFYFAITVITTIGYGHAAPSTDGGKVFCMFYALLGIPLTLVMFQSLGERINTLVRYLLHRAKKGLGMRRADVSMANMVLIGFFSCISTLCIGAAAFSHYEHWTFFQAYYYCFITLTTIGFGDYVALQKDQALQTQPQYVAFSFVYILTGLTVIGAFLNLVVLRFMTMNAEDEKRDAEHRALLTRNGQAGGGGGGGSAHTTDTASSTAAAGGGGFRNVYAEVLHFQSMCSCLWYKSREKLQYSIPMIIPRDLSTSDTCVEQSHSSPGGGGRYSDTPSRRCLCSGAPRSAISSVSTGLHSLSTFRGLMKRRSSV
PolyA inh – yeast polyadenylation inhibition | S. cerevisiae SKY197-pL101 polyadenylation reporter, beta-gal luminescence; efflux-impaired pdr1/pdr3 knockout yeast; score 100 = 6 SD above DMSO | calls only at 12 µM | actives 0.02% (n = 300,000);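 active = lowest replicate activity score at least 50, where 100 means six control SD above control mean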;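 note: yeast exposed to compound for 9 h at 30 °C; higher score means more reporter readthrough which indicates perturbed polyadenylation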
Platelet DG rel – platelet dense granule release activity; inhibition, %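 (compounds screened at 7.5 µM in platelet-rich plasma)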; human platelet-rich plasma, SFLLRN dense granule ATP release, luminescence; actives 0.22% (n = 300,000);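 active = mean replicate score, as percent of positive control, at or above 50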
KCNK9 block – human KCNK9 channel inhibition; AID 488922; B-score at 10 µM; actives 1.2% (n = 310,000); HEK293 KCNK9, FluxOR thallium flux fluorescence; stronger effect = lower value;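 active = ratio B-score over 3 SD below the library mean, with starting fluorescence within 5 SD of its mean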;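 note: negative B-score means less thallium flux so channel inhibition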
Target sequence (Q9NPC2 whole entry, looked up): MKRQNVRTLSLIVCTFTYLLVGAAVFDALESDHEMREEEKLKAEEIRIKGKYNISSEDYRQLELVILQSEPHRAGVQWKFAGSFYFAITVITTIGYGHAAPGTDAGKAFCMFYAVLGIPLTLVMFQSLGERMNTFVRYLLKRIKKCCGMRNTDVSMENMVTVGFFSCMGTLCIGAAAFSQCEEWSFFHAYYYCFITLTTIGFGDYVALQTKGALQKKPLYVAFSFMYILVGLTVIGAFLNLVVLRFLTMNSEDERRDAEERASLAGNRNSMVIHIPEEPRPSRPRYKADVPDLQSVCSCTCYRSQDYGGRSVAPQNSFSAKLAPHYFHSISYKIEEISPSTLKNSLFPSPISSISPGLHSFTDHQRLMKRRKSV
TRPC4 agonist – opens the mouse TRPC4 cation channel; HEK293 TRPC4beta/mu-opioid, Fluo4 calcium fluorescence; stronger effect = higher value; B-score at 10 µM; actives 0.49% (n = 310,000); AID 2237;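 active = B-score above 5 SD of library B-scores, and initial fluorescence ratio not above library mean plus 5 SD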;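 note: positive B-score marks a calcium rise read as TRPC4 activation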
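System: HEK293 cells stably co-expressing mouse TRPC4beta and mu-opioid receptor; Schedule: Fluo4 dye loading 45 min at room temperature, 110 s recording; Detection: Fluo4 fluorescence, kinetic; Evaluation: B-scored integrated calcium fluorescence ratio; Controls: buffer (low) and maximal DAMGO (high).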
hERG rescue – compounds protecting human hERG from proarrhythmic drug block. Q12809. CHO-hERG, FluxOR thallium flux, dofetilide IC70 present. activation (rescue from dofetilide block), less the hit threshold, % at 10 µM. actives 0.51% (n = 310,000);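 active = activation above the mean of controls blocked by dofetilide plus 5 SD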;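 note: thallium influx through hERG after potassium depolarization seen as dye fluorescence rise; in these data hits start at about 4.7%; inactives centre near -7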
TRPC4 PAM – TRPC4 (mouse) allosteric potentiation; Q9QUQ5; HEK293 TRPC4beta/mu-opioid, DAMGO EC20, Fluo-4 Ca2+ flux; stronger effect = higher value; B-score at 10 µM; actives 0.42% (n = 310,000); AID 2227;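 active = B-score of calcium response area above 5 SD of library B-scores, with initial fluorescence ratio within 5 SD of library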;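 note: B-score of integrated fluorescence ratio over time as area under calcium response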
KCNQ1 inh – inhibitors of human KCNQ1 potassium channel; CHO-K1 KCNQ1, FluxOR thallium flux fluorescence; stronger effect = higher value; B-score at 10 µM; actives 1.3% (n = 310,000); P51787;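 active = compounds whose thallium flux B-score, printed positive for inhibition, exceeds three library SD while starting fluorescence stays within three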;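 note: channel opened by potassium depolarization with thallium stimulus after 20 min compound exposure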
DYRK1A inh – inhibitors of rat Dyrk1A kinase; Q63470; ADP-Glo luminescence, NFATc1 peptide; inhibition, % at 12.5 µM; actives 0.43% (n = 310,000); AID 504441; in the data active = inhibition above about 50%;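 note: plate controls were vehicle with enzyme for no effect and no enzyme for full effect; many of its hits are not listed in these tables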
* marks the source's active call; other numbers are inactive results; i = inactive; / = not tested or not shown. Only part of the results is shown; the hit share may differ from the screen's.

SMILES	TRPC4 block	KCNQ1 pot	KCNK3 block	PolyA inh	Platelet DG rel	KCNK9 block	TRPC4 agonist	hERG rescue	TRPC4 PAM	KCNQ1 inh	DYRK1A inh
CN1C(=O)/C(=C2\SC(=S)N(NC(=O)c3cccnc3)C2=O)c2ccccc21	i	i	i	i	7.7	i	i	-4.8	i	i	/
C/C(CC(=O)Nc1ccc2c(c1)OCO2)=N\NC(=O)OC(C)(C)C	i	i	i	i	-0.2	i	i	-4.5	i	i	-4.2
COc1ccc(/C=C2\CCCC3C2=NC(=S)NC3c2ccc(OC)cc2)cc1 (stereo not given)	i	i	i	i	-7.1	i	i	-7.6	i	i	-8.9
COc1ccc(C(=O)N/N=C/c2ccc(OC(=O)c3ccccc3)cc2)cc1	i	i	i	i	-1.7	i	i	1.9	i	i	-3.5
CCOC(=O)Cc1csc(NC(=O)c2cc(=O)c3ccccc3o2)n1	i	i	i	i	-2.9	i	i	-9.9	i	i	4.6
Cc1c(C=O)c2ccccc2n1CC(=O)NCc1ccccc1	i	i	i	i	-0.5	i	i	-7.7	i	i	-5.9
O=C(NCCC1=CCCCC1)C1CCN(S(=O)(=O)N2CCOCC2)CC1	i	i	i	i	0.0	i	i	-7.1	i	i	1.5
CC1CCC(NC(=O)N(CCCl)N=O)CC1 (stereo not given)	i	i	i	i	-1.2	i	i	-4.5	i	i	-0.5
COc1ccc(-c2cc(-c3ccc(OC)c(OC)c3)n[nH]2)c(O)c1	i	i	i	i	40.8	i	i	-3.0	i	i	3.2
Cc1ccc(N2CCN(C(=O)c3ccccc3NC(=O)C3CC=CCC3C(=O)O)CC2)cc1 (stereo not given)	i	i	i	i	-5.5	i	i	-3.5	i	i	-3.8
COc1cccc(C2SCC(=O)N2c2ccc(C)cc2)c1OC (stereo not given)	i	i	i	i	-5.9	i	i	-8.4	i	i	0.8
COC(=O)c1c(-c2ccccc2)csc1NC(=O)CSc1ncnc2sc(C)c(C)c12	i	i	i	i	-3.3	i	i	-6.3	i	i	2.2
CC1=C(C(=O)OCC2CCCO2)C(c2ccc(Cl)cc2)NC(=O)N1 (stereo not given)	i	i	i	i	1.9	i	i	-6.3	i	i	-6.0
CCC(C)OC(=O)C1=C(C)NC2=C(C(=O)C(C(=O)OC)C(C)C2)C1c1ccc(N(C)C)cc1 (stereo not given)	i	i	i	i	-2.1	i	i	-10.1	i	i	4.4
COc1cc(S(=O)(=O)N2CCOCC2)ccc1NC(=O)COC(=O)COc1ccccc1	i	i	i	i	3.4	i	i	-5.8	i	i	-2.9
Cc1nc(SCC(=O)Nc2cc(C(N)=O)cc(C(N)=O)c2)c2c(C)c(C)sc2n1	i	i	i	i	-1.5	i	i	-5.7	i	i	/
CS(=O)(=O)N(CC(=O)Nc1ccc(F)cc1F)C1CCCCC1	i	i	i	i	0.4	i	i	-6.7	i	i	-3.3
COc1ccc(OC)c(C2/C(=C(\O)c3ccc4c(c3)OCCO4)C(=O)C(=O)N2CC2CCCO2)c1 (stereo not given)	i	i	i	/	-0.6	i	i	-6.4	i	i	-2.8
COc1cc(-c2nc(CN3CCCN(C(=O)c4ccco4)CC3)c(C)o2)ccc1F	i	i	i	i	-3.2	i	i	-5.2	i	i	6.1
C=C1CCN([C@@H](Cc2ccccc2)C(=O)Nc2ccc(OC)cc2)S(=O)(=O)c2ccccc21	i	i	i	i	7.1	i	i	-7.1	i	i	4.9
COc1ccc(NC(=O)CSc2ccc3c(c2)OCCO3)cc1OC	i	i	i	i	-2.4	i	i	-0.7	i	i	-14.0
COc1cccc(-c2cc(C(=O)Nc3c(C)nn(Cc4ccccc4C)c3C)no2)c1	i	i	i	i	-5.8	i	i	-9.5	i	i	-5.9
COc1ccc(N2CCN(c3c(S(=O)(=O)c4ccccc4)cnc4ccc(OC)cc34)CC2)cc1	i	i	i	i	8.0	i	i	-26.4	i	i	1.0
O=C(CSc1ncnc2sccc12)Nc1ccccc1	i	i	i	i	-5.7	i	i	-6.7	i	i	-6.4
CCOC(=O)c1c(NC(=O)C2C3CCC(O3)C2C(=O)O)sc(C)c1-c1ccc(C)cc1 (stereo not given)	i	i	i	i	0.8	i	i	-8.3	i	i	-1.4
Cc1ccc(-n2c(C)cc(/C=N/NC(=O)c3ccncc3)c2C)c(C)c1	i	i	i	i	0.9	i	i	-11.4	i	i	-4.4
Cn1c(=O)n(Cc2ccccc2)c(=O)c2c1nc1n2CCCN1CCc1ccccc1	i	i	i	i	7.2	i	i	-13.1	i	i	12.0
COc1ccc(-c2cc([C@H]3[C@H]4C=CC[C@@H](C)[C@@H]4C(=O)N3Cc3ccccc3)ccc2F)cc1OC	i	i	i	i	3.1	i	i	-20.0	i	i	2.1
O=C(COc1ccccc1)N(CCc1ccccc1)c1nc(-c2ccc(F)cc2)cs1	i	i	i	i	0.3	i	i	-11.8	i	i	-1.6
CN1CCN(NC(=O)c2cn(-c3ccccc3)nc2-c2ccc(OC(F)F)cc2)CC1	/	i	i	i	1.9	i	i	-6.3	i	i	-3.2
CC(NC(=O)C1CCC(C(=O)NC(C)c2ccccc2)CC1)c1ccccc1 (stereo not given)	i	i	i	i	-3.9	i	i	-6.3	i	i	5.0
CC1(C)CC=C(NNC(=O)c2cccnc2)C(=O)C1	i	i	i	i	3.1	i	i	-2.8	i	i	9.2
COc1ccc(NC(=S)NC(=O)C2CCC2)cc1	i	i	i	i	-16.9	i	i	-7.0	i	i	/
CCN(CC)C(=O)c1sc2nc(-c3ccncc3)[nH]c(=O)c2c1C	i	i	i	i	-25.8	i	i	-8.3	i	i	-0.4
CCC(C(=O)NCCCc1ccccc1)n1nc(C)c2c(C)n(-c3ccccc3)nc2c1=O (stereo not given)	i	i	i	i	0.1	i	i	-8.7	i	i	2.3
CSCCC(NS(=O)(=O)c1ccc(C)cc1)C(=O)N1CCN(C(C)=O)CC1 (stereo not given)	i	i	i	i	1.2	i	i	-11.0	i	i	5.2
Cc1ccc(OCc2cc(C(=O)N3CCCCCCC3)no2)cc1C	i	i	i	i	-9.3	i	i	-5.1	i	i	-1.8
C=CCn1c(SC/C=C/c2ccccc2)nnc1-c1sc(N)nc1C	i	i	i	i	-2.1	i	i	-9.5	i	i	-7.5
COC(=O)c1c(NC(=O)CC2SC(N)=NC2=O)sc2c1CCC(C(C)(C)C)C2 (stereo not given)	i	i	i	i	0.8	i	i	-6.8	i	i	0.0
O=C(Nc1ccc(S(=O)(=O)Nc2ncccn2)cc1)c1cncc(Br)c1	i	i	i	i	3.1	i	i	-3.8	i	i	-1.6
COc1ccc(C(=O)CSc2nc(C)cc(C)n2)cc1[N+](=O)[O-]	i	i	i	i	-0.6	i	i	-4.2	i	i	-0.4
CC1=C(C(=O)Nc2ccccc2C(F)(F)F)C(c2ccc(C)s2)NC(=S)N1 (stereo not given)	i	i	i	i	-1.7	i	i	-4.2	i	i	-5.9
Cc1cc(N2CCCCC2)nc2ccc(NC(=O)CCC(=O)NCCC(C)C)cc12	i	i	i	i	1.5	i	i	-15.6	i	i	0.6
O=C(O)c1ccc2c(c1)C(=O)N(NC(=O)c1ccccc1)C2=O	i	i	i	i	13.8	i	i	-7.9	i	i	4.7
COc1ccc2oc(=O)c(-c3cn4ccc(C)cc4n3)cc2c1	i	i	i	i	0.0	i	i	-2.0	i	i	4.9
Cc1ccc(S(=O)(=O)/N=C(\N)Nc2nc(C)c3cc(C)ccc3n2)cc1	i	i	i	i	-2.0	i	i	-8.9	i	i	14.6
CCOc1cc(/C=C2/N=C(c3ccc(C(C)(C)C)cc3)OC2=O)cc(Cl)c1OS(C)(=O)=O	i	i	i	i	-2.0	i	i	-9.2	i	i	2.0
CCCC(=O)N1CCN(c2ccc(NC(=O)C(C)(C)C)cc2)CC1	i	i	i	i	-5.0	i	i	-7.0	i	i	6.3
O=[N+]([O-])c1cc(S(=O)(=O)c2ccc(N3CCCCC3)c([N+](=O)[O-])c2)ccc1N1CCCCC1	i	i	i	i	-0.2	i	i	-8.0	i	i	-2.1
CN(CC(=O)NCCCN1CCOCC1)S(=O)(=O)c1ccc(F)cc1	i	i	i	i	1.8	i	i	-4.2	i	i	-0.2
c1coc(C2Nc3ccccc3-c3nc4ccccc4n32)c1 (stereo not given)	i	i	i	i	11.1	i	i	-9.4	i	i	6.2
OC(CNC1CCCC1)COc1c(F)cc(Br)cc1F (stereo not given)	i	i	i	i	4.9	i	i	-9.1	i	i	-1.9
CCOc1ccc(OCC)c(NC(=O)CC2Oc3ccc(C)cc3NC2=O)c1 (stereo not given)	i	i	i	i	4.6	i	i	-11.8	i	i	-3.4
Cc1noc(C)c1COc1ccc(C(=O)OCC(=O)Nc2ccc3c(c2)OCO3)cc1	i	i	i	i	1.5	i	i	-8.1	i	i	-8.3
COc1cccc(OCCN2CCN(c3ncnc4c3cnn4-c3ccccc3)CC2)c1	i	i	i	i	0.7	i	i	-9.6	i	i	0.7
Cc1cccc([C@@H]2[C@@H]3C(=O)N(Cc4ccccc4)C(=O)[C@@H]3[C@]3(Cc4ccc(Cl)cc4)C(=O)N(c4cccc(Br)c4)C(=O)N23)c1	i	i	i	i	-5.2	i	i	-5.5	i	i	5.3
COc1ccc(OC)c(C2=Nn3c(nnc3-c3cc(OC)c(OC)c(OC)c3)SC2)c1	i	i	i	i	7.1	i	i	-9.8	i	i	-4.6
CCN(CC)S(=O)(=O)c1ccc(Cl)c(C(=O)Nc2cc(C)nn2-c2ccccc2)c1	i	i	i	i	-7.1	i	i	-13.8	i	i	-2.8
CC(=O)c1ccc(N(C(=O)CNC(=O)c2ccco2)C(C(=O)NC2CCCC2)c2ccc(C)o2)cc1 (stereo not given)	i	i	i	i	-0.9	i	i	-7.6	i	i	-11.9
CCC1(C)Nc2ccccc2C(=O)N1O (stereo not given)	i	i	i	i	-43.5	i	i	-7.4	i	i	0.7
CCC[C@@H](CN[C@@H](CNC)C(C)C)NCCCCc1ccccc1	i	i	i	i	0.8	i	i	-5.6	i	i	-0.4
Cc1cccc(NC(=O)c2ccc(C(=O)c3ccccc3)o2)c1	i	i	i	i	0.2	i	i	-11.7	i	i	3.2
